Screening results from PubChem.
PAX8 reporter: PAX8 transcriptional activity inhibition. RMG-I TPO-luciferase reporter, SteadyGlo, 24 h. hit rate 1.2% among 360,000. inhibition, % at 12.6 µM;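 active means mean replicate inhibition at least 60% with every replicate also reaching 60%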;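 further: luciferase light reporting Pax8 driven TPO promoter activity; plate controls were median of neutral control wells for no effect and mitoxantrone controls for full effect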
FN deposit inh: fibronectin deposition inhibition | AH1F fibroblasts, Alexa488-fibronectin deposition fluorescence, overnight | AID 743247 | inhibition, % at 12.6 µM | hit rate 0.086% among 350,000;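 active means mean inhibition across replicates of 30% or more, regardless of how many single replicates reach that level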;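 further: positive control wells lacked labelled fibronectin entirely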
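Test system: AH1F fibroblast monolayer depositing Alexa488-labelled fibronectin into matrix. Input: 10000 cells per well. Technique: fluorescence, ex 485 nm, em 525 nm. Buffer or medium: DMEM plus 2% serum, read in PBS. Timing: 1 h cell adhesion before compound, then overnight fibronectin incubation. Compound: single dose, pinned. Read-out basis: inhibition from reduced deposited-fibronectin fluorescence.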
EWS-Fli inh: EWS/Fli transcriptional activity inhibition; hit rate 0.67% among 350,000; A673 NR0B1-luciferase reporter, viability-normalised; inhibition, % at 12.6 µM; AID 651661;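 active means mean inhibition of at least 50% after viability correction, with every replicate also passing that limit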;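 further: firefly luciferase signal divided by Alamar Blue viability fluorescence both relative to DMSO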
CFTR F508del cor: CFTR F508del correction in bronchial cells; AID 720511; hit rate 0.36% among 350,000; CFBE cells, YFP halide quenching; stimulated with forskolin plus potentiator P3; % fluorescence drop versus neutral controls; activity (quench increase), % at 7.58 µM;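 active means mean added fluorescence quench of at least 8% versus neutral control, with both replicates also reaching 8%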;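 further: cells transiently co-express mutant CFTR-F508del with the halide-sensitive YFP; corrector assay measuring rescue of mutant channel to the surface after 24 h compound exposure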
DENV2 CPE: inhibitors of DENV2 cytopathic effect; AID 651640; CPE inhibition, % at 9.99 µM; DENV2-infected cells, cytopathic effect rescue, plate reader; hit rate 1.7% among 350,000; in the data active means CPE inhibition above about 20%, passing the limit was not always enough; tested in BHK-21 cells;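 further: 0% = median of neutral control wells and 100% = median of positive control wells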
GSIS activator: GLuc luminescence reporter in INS-1E cells, primary screen for activators of glucose-dependent secretion of insulin | hit rate 0.61% among 370,000 | AID 743287 | INS-1E GLuc reporter insulin secretion, 2-3 h | activation, % at 16.6 µM;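 active means lowest replicate activation of at least 40%, so every replicate reaches that level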;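 further: 0% = median of neutral control wells and 100% = median of IBMX positive control wells; some compounds called inactive have numbers as strong as hits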
miR122 inh: miR-122 inhibition in Huh7 cells | activation (reporter increase), % at 12.5 µM | Huh7 miR-122 Renilla luciferase sensor, 48 h; neutral wells = 0, positive control = 100 | hit rate 0.3% among 340,000;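 active means mean replicate activation score at least 90 and every replicate individually at or above 90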;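 further: higher luciferase means less miR-122 activity so hits act as miR-122 inhibitors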
Starred values were filed as active, the others as inactive; . = no result given; & = joins results of further samples; [ ] = another dose, or the depositor's remark.

SMILES | PAX8 reporter | FN deposit inh | EWS-Fli inh | CFTR F508del cor | DENV2 CPE | GSIS activator | miR122 inh
CCCCC(=O)NC1(C(F)(F)F)NC(=O)N(C)C1=O (centres undefined) | 14 | -1 | 3 | -4.7 | 8 | -2 | 0
CCOC(=O)C1=CCN(S(=O)(=O)c2ccccc2F)C1c1ccc(Cl)cc1 (centres undefined) | 2 | 3 | -6 | 0.8 | 3 | 23 | 6
COc1ccc(NC(=O)CC2(CC(=O)O)CCCC2)cn1 | -29 | -10 | 1 | 1.9 | 0 | 14 | -1
CCCC(=O)Nc1ccc2c(c1)OC[C@H](C)N(CCc1ccccc1)C[C@@H](C)[C@H](OC)CN(C)C2=O | . | 4 | -11 | -0.3 | . | -25 | -14[16.7 µM]
Cc1cccc(C(=O)Oc2ccccc2C2C[C@]3(C)CC(=O)NC3N2C(=O)c2cccc(C)c2)c1 (some centres undefined) | 11 | -7 | . | . | . | . | 6
CC(=O)N1CCC(C(=O)Nc2nc(-c3ccccc3)ns2)CC1 | . | 0 | . | . | . | 2 | 1
COc1ccc(C(=O)c2ccccc2)cc1 | -14 | -1 | -18 | -1.3 | -1 | -6 | .
COC(=O)CN(c1ccc(C)c(Cl)c1)S(C)(=O)=O | -6 | -2 | . | . | . | 12 | 5
O=[N+]([O-])c1cc(-n2cccc2)ccc1N1CCOCC1 | -16 | 6 | -14 | 1.7 | . | 17 | .
CCC(C)Sc1ccc([C@H]2N[C@@](C)(C(=O)OC)[C@H]3C(=O)N(C)C(=O)[C@@H]23)cc1OC (some centres undefined) | 5 | 4 | 0 | -1.0 | -1 | -7 | -8
C[C@H]1CN([C@@H](C)CO)C(=O)c2ccccc2-c2ccccc2CO[C@H]1CN(C)Cc1ccccc1C(F)(F)F | 44 | 8 | 39 | -6.3 | 21* | 4 | .
CN(CC(=O)Nc1ccc(Cl)c(C(F)(F)F)c1)C(=O)CCNC(=O)c1ccco1 | . | -4 | 2 | 0.4 | -3 | -30 | 1
O=C(CC1C(=O)NCCN1C(=O)c1ccc(Cl)cc1)Nc1ccc(F)cc1 (centres undefined) | -8 | . | 3 | 0.6 | 3 | -6 | 3
C/C=C/c1ccccc1[C@H]1[C@H](C#N)N(C(C)=O)[C@H]1CO | -6 | 0 | 5 | 0.2 | -6 | 2 | .
O=C(Nc1ccccc1)C1CC(=O)N(Cc2ccccc2)C1 (centres undefined) | -1 | 6 | . | -0.1 | 0 | 3 | 2
COC(=O)c1ccc(CN2CC(=O)N3[C@H](CO)[C@@H](c4ccc(-c5cccnc5)cc4)[C@H]3C2)cc1 | . | -1 | 5 | -0.9 | 6 | -4 | .
CCOc1ccccc1N(C(=O)c1ccccc1Cl)C1=NC(C)(C)CS1 | 22 | -2 | 9 | -1.8 | -3 | -4 | -2
COC(=O)C1(C(=O)OC)c2cc3c(cc2CN(S(=O)(=O)c2ccc(C)cc2)C1CC(C)=O)OCO3 (centres undefined) | 3 | 14 | -5 | 3.7 | 7 | -7 | .
CCOC(=O)CN=C/C(C(=O)Nc1nccs1)=C(/C)O | -10 | 6 | -1 | -2.4 | 10 | 23 | .
COc1cccc(C(=O)Nc2nc3c(c(=O)[nH]2)CCCC3)c1 | -31 | 3 | . | . | . | . | -2

Sorted by heavy-atom count (low to high): some entries from above.
SMILES | PAX8 reporter | FN deposit inh | EWS-Fli inh | CFTR F508del cor | DENV2 CPE | GSIS activator | miR122 inh
COc1ccc(C(=O)c2ccccc2)cc1 | -14 | -1 | -18 | -1.3 | -1 | -6 | .
CCOC(=O)CN=C/C(C(=O)Nc1nccs1)=C(/C)O | -10 | 6 | -1 | -2.4 | 10 | 23 | .
CN(CC(=O)Nc1ccc(Cl)c(C(F)(F)F)c1)C(=O)CCNC(=O)c1ccco1 | . | -4 | 2 | 0.4 | -3 | -30 | 1

Only CFTR F508del cor and EWS-Fli inh (three entries from above):
| Compound | CFTR F508del cor | EWS-Fli inh |
| --- | --- | --- |
| COc1ccc(NC(=O)CC2(CC(=O)O)CCCC2)cn1 | 1.9 | 1 |
| CCOC(=O)C1=CCN(S(=O)(=O)c2ccccc2F)C1c1ccc(Cl)cc1 (centres undefined) | 0.8 | -6 |
| CCOC(=O)CN=C/C(C(=O)Nc1nccs1)=C(/C)O | -2.4 | -1 |

The list continues.
SMILES | PAX8 reporter | FN deposit inh | EWS-Fli inh | CFTR F508del cor | DENV2 CPE | GSIS activator | miR122 inh
CCC(=O)Nc1ccc2c(c1)C(=O)N(C)C[C@@H](OC)[C@H](C)CN(C(=O)c1ccccn1)[C@@H](C)CO2 | -11 | 3 | -1 | 0.6 | 27* | 0 | .
Cc1ccc(S(=O)(=O)N2[C@H](c3cccc(Cl)c3)CC(=O)[C@@H]3CN(S(=O)(=O)c4ccccc4C)[C@H](c4ccc(Cl)cc4)C[C@@H]32)cc1 | 32 | . | -3 | -14 | 18 | -8 | -1
COc1cccc(NC(=O)C2CCN(c3cnccn3)CC2)c1 | 10 | -1 | -6 | 2.6 | -3 | 0 | -2
CN(Cc1ccccc1)C(=O)C1CCCN(Cc2cccc(Cl)c2)C1 (centres undefined) | -4&6 | 7 | -7&9 | 0.8&3.2 | 2 | 2&-1 | 2
O=[N+]([O-])c1ccc(Cl)c(-c2ccc(/C=N/c3c(-c4ccco4)nc4ccccn34)o2)c1 | -8 | 2 | . | . | . | . | 0
CO[C@H]1CN(C)C(=O)c2cc(NC(=O)Nc3ccccc3)ccc2OC[C@@H](C)N(C(C)=O)C[C@@H]1C | . | -8 | -18 | -2.7 | 9 | -10 | -6[16.7 µM]
Fc1ccccc1-c1nc2nc3ccccc3nc2n1CC1CCCO1 (centres undefined) | 13 | -10 | -10 | -0.5 | -4 | -4 | -2
C[C@@H]1CN([C@H](C)CO)C(=O)CCCn2cc(nn2)CO[C@@H]1CN(C)S(=O)(=O)c1ccccc1C#N | -3 | 4 | -2 | -1.7 | 4 | -1 | .
O=C(OCC(=O)N1CCC(Cc2ccccc2)CC1)c1ccccc1 | -119 | . | 8 | -0.8 | 8 | 4 | .
CC(C)(O)/C=C/C[C@](C)(O)C1CC[C@]2(C)C1[C@H](O[C@H]1O[C@@H](CO)[C@H](O)[C@@H](O)[C@@H]1O)CC1[C@@]3(C)CC[C@H](O)C(C)(C)C3[C@@H](O)C[C@]12C (some centres undefined) | -7 | -2 | -6 | -4.3 | 42* | 17 | .
COc1ccccc1NC(=O)N1CC(=O)N2[C@H](CO)[C@H](c3ccc(-c4ccc(C)cc4)cc3)[C@@H]2C1 | 21 | . | -7 | -0.9 | 11 | -25 | .
Cn1nc(C(F)(F)F)c(-c2cccc(C(F)(F)F)c2)c1NC(=O)c1ccco1 | -2 | 5 | -6 | 3.7 | -2 | -17 | 6
COCC1CCN(C(=O)c2cc(COc3cccc4cnccc34)on2)CC1 | 3 | 2 | . | 2.9 | 17 | -25 | -4
O=C(C[C@H]1C[C@H]2c3cc(NS(=O)(=O)c4ccc(F)cc4)ccc3O[C@H]2[C@H](CO)O1)NC1CCCC1 | 25 | -7 | 6 | -0.2 | 3 | -23 | -1[16.7 µM]
O=S(=O)(c1ccc2c(c1)OCCO2)N1CCN(S(=O)(=O)c2ccco2)CC1 | 3 | 19 | 11 | -0.9 | -3 | . | -7
Cn1c(-c2ccccc2)cnc1SCC(=O)NCc1ccco1 | . | . | -3 | 1.3 | 4 | 3 | 0
O=C(c1ccc2c(c1)OCO2)N1CC[C@H]2[C@H](CO)Nc3ccc(-c4ccccc4)cc3[C@H]21 | 27 | 4 | 11 | 3.4 | -21 | 5 | 3[16.7 µM]
COc1ccc([C@H]2CC(=O)C[C@@H](CCn3nnc4ccccc43)O2)cc1 | -9 | 0 | -10 | -0.4 | 6 | 17 | .
COc1ccc(/C=N/NC(=O)CN2CCSCC2)c(OC)c1 | 13 | 2 | . | . | . | 13 | -7
O=C(CCC(=O)OCC(=O)c1ccc(F)cc1)NC1CCCCC1 | 23 | -6 | . | . | . | . | -3

Continued, starting with the last 2 of the part before.
SMILES | PAX8 reporter | FN deposit inh | EWS-Fli inh | CFTR F508del cor | DENV2 CPE | GSIS activator | miR122 inh
COc1ccc(/C=N/NC(=O)CN2CCSCC2)c(OC)c1 | 13 | 2 | . | . | . | 13 | -7
O=C(CCC(=O)OCC(=O)c1ccc(F)cc1)NC1CCCCC1 | 23 | -6 | . | . | . | . | -3
O=C(NCc1cc(C(F)(F)F)cc(C(F)(F)F)c1)C1CC(c2ccccc2[N+](=O)[O-])=NO1 (centres undefined) | 19 | -15 | 20 | 2.5 | -7 | -18 | 2
O=C(COc1ccc(C(=O)c2ccccc2)cc1)NCC(=O)Nc1ccccc1Br | 21 | 1 | -1 | -0.5 | 9 | -11 | -10
C=CCN1C(=O)C(CC(=O)NCC)SC1=Nc1ccccc1OC (centres undefined) | -3 | 2 | 0 | 0.7 | -5 | -8 | 2
O=C1N(c2ccccc2)CCN1c1ccccc1 | -79 | -3 | 0 | -2.1 | 6 | 0 | -5
Cc1ccc2sc(-c3ccc(NC(=O)c4cc(-n5cnnc5)ccc4Cl)cc3)nc2c1 | . | -14 | . | . | . | 119* | -5
CCN1C(=O)[C@@H]2[C@@H](c3ccc(-c4ccc(Cl)c(Cl)c4)c(OC)c3)N3CCC[C@@]3(C(=O)OC)[C@@H]2C1=O | 70* | 25 | 4 | 2.7 | -2 | . | -5
Cc1cnc(C(=O)OCC(=O)NCc2ccccc2)cn1 | 5 | -6 | . | . | . | . | -3
CCNC(=O)C[C@H]1CC[C@H]2[C@@H](COc3ccc(NS(C)(=O)=O)cc3C(=O)N2C)O1 | -31 | -6 | -7 | 3.1 | 7 | 5 | -33[16.7 µM]
Cc1ccc(NC(=O)C2Cc3ccccc3C(=O)O2)cc1 (centres undefined) | -58 | 15 | -44 | 3.5 | -2 | 0 | .
C=C(C)c1cccc(C(C)(C)NC(=O)N2CCN(c3ccccc3OC)CC2)c1 | 106* | 1 | 18 | -0.4 | -3 | -30 | 2
C[C@H](CO)N1C[C@H](C)[C@@H](CN(C)S(=O)(=O)c2cccs2)Oc2c(NC(=O)c3cnccn3)cccc2C1=O | . | -14 | -1 | 0.4 | 16 | 17 | -5[16.7 µM]
CCOC(=O)CC(=O)CSc1n[nH]c(=O)[nH]c1=O | 5 | 3 | 1 | -1.0 | -4 | -12 | -8
CCCc1ccc2oc(C(=O)NCCN3CCCC(C(N)=O)C3)c(C)c2c1 (centres undefined) | -7 | 3 | . | -0.4 | -1 | -4 | 2
COc1ccc(CCNC(=O)CN(c2ccc(OC)cc2)S(C)(=O)=O)cc1 | -4 | 8 | -6 | 3.1 | -2 | -1 | -3
O=C(c1cccc(F)c1)N1CC2(C1)[C@@H](c1ccccc1)[C@@H](CO)N2C(=O)C1CC1 | . | 4 | -2 | 1.7 | -2 | 4 | .
COc1ccc(NC(=O)Nc2ccc3c(c2)C(=O)N([C@H](C)CO)C[C@H](C)[C@@H](CN(C)C(=O)Nc2c(C)noc2C)O3)cc1 | -27 | 5 | 3&-5 | 1.7&-0.5 | -3 | 18&7 | 1
COc1cccc(N(CC(=O)NC2CCCCC2)C(=O)c2snc(C(N)=O)c2N)c1 | 2 | -2 | -6 | 0.4 | 10 | -14 | -1
Cc1c(C(=O)OCCOC(C)C)[nH]c2c1C(=O)CC(C)(C)C2 | -35 | -2 | -8 | -2.0 | 4 | 0 | -4
CC1CN(Cc2c(O)ccc3c2oc(=O)c2ccccc23)CC(C)O1 (centres undefined) | 6 | 4 | -10 | -0.5 | 2 | 17 | -4
C[C@@H]1CN([C@@H](C)CO)C(=O)c2cc(NC(=O)CCCN(C)C)ccc2O[C@@H]1CN(C)Cc1ccncc1 | -7 | -1 | -12 | 3.1 | -14 | 8 | -8[16.7 µM]
FC(F)(F)c1ccc2c(c1)C1C=CCC1C(c1ccncc1)N2 (centres undefined) | 17 | -2 | 6 | 0.0 | 6 | 9 | .
COc1ccc(CC(=O)Nc2cccc(Cl)c2C)cc1S(=O)(=O)N1CCOCC1 | -2 | 1 | 0 | 0.4 | 4 | -8 | 3
COc1ccc(C2(O)CCN(C(=O)c3ccc4c(c3)OCO4)CC2)cc1 | -14 | 10 | . | . | . | . | -6
